MPTP inh: blocks calcium-induced mitochondrial swelling; isolated mouse mitochondria, Ca2+ swelling absorbance, 30 min; inhibition, % at 10 µM; 360,000 compounds, 1.4% hits;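 active = inhibition of 50% or more, scaled per plate between neutral and stimulator controls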;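 note: 0% = DMSO wells given calcium and 100% = 1 mM EGTA wells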
mIAP inh: mouse IAP inhibition; 330,000 compounds, 0.2% hits; inhibition, % at 10 µM; purified mouse IAP, CDP-Star luminescence, 30 min;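 active = inhibition of at least 40% at 10 µM in the primary screen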;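 note: plate controls were DMSO with enzyme for no effect and no enzyme wells for full effect; values of inactives mirror those of a sister screen read the other way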
beta cell repl: induces beta-cell replication in MIN6 cells; MIN6 cells proliferation, ATPlite luminescence, 48 h; cells starved in 0.2% serum; 100% = growth in 10% serum; proliferation, % at 10 µM; 330,000 compounds, 0.29% hits;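 active = compounds whose signal lies at least 3.5 SD above the mean of all wells on their plate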;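 note: 0% = DMSO-treated cells in low-serum medium and 100% = 10% serum control; some compounds called inactive have numbers as strong as hits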
hIAP inh: blocks human intestinal alkaline phosphatase; P09923; purified IAP, CDP-Star luminescence, 30 min; inhibition, % at 10 µM; 330,000 compounds, 0.12% hits; AID 2544;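 active = inhibition reaching a set limit with compound at 10 µM in the primary screen, cut at about 35% in these data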;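 note: plate controls were DMSO wells with enzyme for no effect and no-enzyme buffer wells for full effect; values of inactives mirror those of a sister screen read the other way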
hIAP act: human IAP activation | 330,000 compounds, 0.16% hits | P09923 | activation factor at 10 µM | purified human IAP, CDP-Star luminescence, 30 min; active compounds read high; 1 = vehicle-only enzyme, 0 = enzyme-free background | AID 2524;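 active = activation factor of the enzyme at least 2-fold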; note: the source names both 10 and 20 µM as test concentration; values of inactives mirror those of a sister screen read the other way
mIAP act: increases mouse intestinal alkaline phosphatase activity; muIAP, CDP-Star luminescence, 30 min; active compounds read high; 1 = vehicle-only enzyme signal, 0 = enzyme-free wells; activation factor at 10 µM; 330,000 compounds, 0.24% hits; AID 2805;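 active = activation factor of at least 2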; note: the source names both 10 and 20 µM as test concentration; values of inactives mirror those of a sister screen read the other way
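also added = chemiluminescent substrate CDP-Star | test system = mouse IAP enzyme | signal = chemiluminescence readout | compound = DMSO-dissolved test compounds | incubation = 30 min at room temperature | benchmarks = DMSO wells, no-enzyme wells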
A3G deaminase: blocks human APOBEC3G single-stranded DNA deamination. recombinant A3G, ssDNA deamination FAM/TAMRA fluorescence. inhibition, % at 20 µM. 330,000 compounds, 0.28% hits. AID 493012;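 active = inhibition of at least 40% at 20 µM, with no more than 30% in the related APOBEC3A deaminase screen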;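 note: plate controls were DMSO wells with A3G for no effect and wells lacking A3G enzyme for full effect; some compounds called inactive have numbers as strong as hits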
Target sequence (Q9HC16 whole entry, looked up): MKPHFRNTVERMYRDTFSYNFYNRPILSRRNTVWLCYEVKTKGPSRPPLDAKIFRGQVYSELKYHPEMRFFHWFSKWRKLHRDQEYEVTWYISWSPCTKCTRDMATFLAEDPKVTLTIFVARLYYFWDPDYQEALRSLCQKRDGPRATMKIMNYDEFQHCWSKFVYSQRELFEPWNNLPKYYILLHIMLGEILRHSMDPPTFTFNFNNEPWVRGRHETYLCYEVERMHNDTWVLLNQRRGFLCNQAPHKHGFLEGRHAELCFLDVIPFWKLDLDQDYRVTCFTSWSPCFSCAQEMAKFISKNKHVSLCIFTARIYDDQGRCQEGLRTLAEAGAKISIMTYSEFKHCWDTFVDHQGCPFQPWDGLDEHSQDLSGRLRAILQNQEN
A3A deaminase: human APOBEC3A DNA deaminase inhibition; P31941; recombinant A3A, FAM/TAMRA ssDNA deamination fluorescence; inhibition, % at 20 µM; 330,000 compounds, 0.41% hits;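 active = at least 40% inhibition at 20 µM here, with at most 30% in a related deaminase screen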;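 note: plate controls were A3A with DMSO for no effect and wells lacking A3A enzyme for full effect; some results filed as inactive read as strong as hits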
Target sequence (P31941 whole entry, looked up): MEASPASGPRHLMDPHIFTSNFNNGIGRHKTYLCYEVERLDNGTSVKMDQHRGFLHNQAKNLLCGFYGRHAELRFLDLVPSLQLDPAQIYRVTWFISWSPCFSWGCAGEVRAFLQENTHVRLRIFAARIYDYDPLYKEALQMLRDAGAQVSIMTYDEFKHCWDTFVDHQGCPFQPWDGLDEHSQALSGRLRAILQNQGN
ATG4B inhibitor: blocks human ATG4B protease cleavage of LC3 substrate | Q9Y4P1 | ATG4B cleavage of LC3-PLA2, NBD-HPC fluorescence, 1 h | inhibition, % at 8.33 µM | 340,000 compounds, 0.51% hits; in the data active = inhibition above about 40%
Target sequence (Q9Y4P1 whole entry, looked up): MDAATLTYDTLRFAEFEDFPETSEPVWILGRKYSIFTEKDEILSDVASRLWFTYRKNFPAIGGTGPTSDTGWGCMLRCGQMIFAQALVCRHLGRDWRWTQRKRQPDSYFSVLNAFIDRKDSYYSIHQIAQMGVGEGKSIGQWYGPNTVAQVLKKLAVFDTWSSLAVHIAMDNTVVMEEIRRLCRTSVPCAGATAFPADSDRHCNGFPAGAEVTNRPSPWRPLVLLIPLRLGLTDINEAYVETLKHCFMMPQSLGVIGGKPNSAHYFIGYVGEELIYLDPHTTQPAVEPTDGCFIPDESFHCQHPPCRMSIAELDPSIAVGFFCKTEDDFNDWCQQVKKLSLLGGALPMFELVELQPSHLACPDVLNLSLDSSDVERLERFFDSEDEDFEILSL
Starred values were filed as active, the others as inactive; / = not tested or not shown.

SMILES | MPTP inh | mIAP inh | beta cell repl | hIAP inh | hIAP act | mIAP act | A3G deaminase | A3A deaminase | ATG4B inhibitor
CCOC(=O)CN1C(=O)/C(=C/c2ccc(Cl)cc2)Oc2ccccc21 | 1.0 | -11.1 | -4.6 | 0.7 | 0.993 | 1.11 | -4.7 | 4.3 | 4.5
O=C(CNS(=O)(=O)c1cccs1)N1CCN(c2ccccn2)CC1 | -1.2 | 4.0 | -0.3 | -17.4 | 1.17 | 0.96 | -3.4 | 1.6 | -2.8
CSc1sc(C(=O)N2CCCCC2)c(-c2cccs2)c1C#N | 3.2 | 3.1 | 6.9* | -12.2 | 1.12 | 0.969 | -4.3 | -1.6 | 7.2
CN(CCCNC(=O)Cn1c(=O)c2cccn2c2ccccc21)Cc1ccccc1 | -1.4 | -3.9 | 1.1 | -12.5 | 1.12 | 1.04 | 1.9 | 1.5 | -1.7
COc1ccc(OC)c(Nc2nc(NCc3ccco3)nc(N)c2[N+](=O)[O-])c1 | 5.5 | -12.0 | 3.7 | -7.6 | 1.08 | 1.12 | 4.7 | -0.3 | 2.1
CC(=O)c1c(C)[nH]c(C(=O)OCC(=O)Nc2cc(C)on2)c1C | 1.3 | 1.2 | -0.4 | -7.3 | 1.07 | 0.988 | -0.5 | 4.9 | -7.4
COc1ccc(CNC(=O)CCNS(=O)(=O)c2cc(Br)cnc2N)cc1 | -1.1 | 1.7 | 6.1 | 18.3 | 0.817 | 0.983 | -0.1 | 0.9 | -8.9
COc1ccccc1N(CC1CO1)S(=O)(=O)c1ccc(C)cc1 (stereo not drawn) | -1.4 | -8.6 | -0.7 | -9.3 | 1.09 | 1.09 | -2.2 | 2.7 | 2.3
COc1ccc(Br)cc1S(=O)(=O)N1CCCC1 | 0.0 | 2.1 | -2.7 | -29.2 | 1.29 | 0.979 | -10.3 | -0.8 | 2.4
Cc1ccc(NC(=O)N2CCCc3ccccc32)cc1C | 1.4 | -6.2 | -2.3 | -23.4 | 1.23 | 1.06 | -6.4 | 1.4 | 3.2
CC(C)CCNC(=O)c1cc2c(s1)-c1ccccc1S(=O)(=O)C2 | 2.6 | -4.0 | -0.3 | -3.2 | 1.03 | 1.04 | -4.0 | 0.9 | 0.9
O=C(C1CCCO1)N1CCN(c2ccccn2)CC1 (stereo not drawn) | -4.6 | -1.4 | -1.5 | 11.0 | 0.89 | 1.01 | -5.7 | -1.6 | -29.4
CCOC(=O)C1=C(N)OC2=C(C(=O)CC(C)(C)C2)C1c1cccnc1 (stereo not drawn) | 4.4 | 4.6 | -0.4 | 2.5 | 0.975 | 0.954 | -3.5 | -0.5 | -3.4
Cn1nnnc1SC(C(=O)Nc1ccc(F)cc1)c1ccccc1 (stereo not drawn) | -0.6 | -14.1 | -3.6 | 0.9 | 0.991 | 1.14 | -13.0 | 3.0 | -7.2
CC(=O)N(C)c1ccc(NC(=O)Nc2ccc(Cl)cc2)cc1 | 55.9* | -98.1 | -1.2 | -38.0 | 1.38 | 1.98 | -5.8 | -4.0 | -7.8
Cn1c(=O)c(-c2ccccc2N)nc2ccccc21 | 0.4 | 6.6 | -0.7 | 4.6 | 0.954 | 0.934 | -0.2 | -2.1 | 9.7
O=C(c1ccccc1)N1CCN(c2ccc(Cl)cc2)CC1 | 0.4 | 2.3 | -1.7 | 11.0 | 0.89 | 0.977 | -8.8 | -4.9 | -12.7
CCNc1ccc(S(N)(=O)=O)cc1[N+](=O)[O-] | 0.0 | 5.6 | 4.7 | 17.5 | 0.825 | 0.944 | 38.8 | 54.4 | 3.9
O=C(c1cc(S(=O)(=O)N2CCCC2)c(Cl)cc1Cl)N1CCCC1 | 0.3 | 3.8 | 0.3 | -5.6 | 1.06 | 0.962 | -8.4 | -3.9 | -12.0
O=C(N/N=C/c1ccc(OC(=O)c2ccco2)cc1)c1ccncc1 | -0.6 | 0.6 | -0.3 | 10.0 | 0.9 | 0.994 | -4.9 | 0.2 | -12.1
CCOc1ccc(CCNC(=O)Cn2nc(C)c3c(C)n(-c4ccccc4)nc3c2=O)cc1OCC | -1.4 | 0.4 | 2.5 | 18.4 | 0.816 | 0.996 | -0.3 | -5.0 | -13.2
CCC(C)C(NC(=O)OC(C)(C)C)C(=O)NC(C)C(N)=O (stereo not drawn) | -0.5 | 1.8 | -3.3 | -10.5 | 1.1 | 0.982 | -6.4 | -2.2 | 2.1
O=C1C2C3C=CC(C4CC34)C2C(=O)N1/N=C/c1cccs1 (stereo not drawn) | -1.3 | 16.7 | 0.3 | 3.0 | 0.97 | 0.833 | -4.5 | -1.3 | -10.5
O=C(Nc1ccccc1Cl)Nc1cccc2cccnc12 | -0.2 | 1.5 | -1.6 | 24.7 | 0.753 | 0.985 | -11.1 | -6.7 | -2.1
COc1ccc(NC(=O)c2ccc(OCc3c(C)noc3C)c(OC)c2)cn1 | 1.4 | -1.3 | -1.9 | -6.8 | 1.07 | 1.01 | -2.4 | 5.2 | 5.3

Some entries already given, showing only beta cell repl, A3G deaminase and hIAP inh:
molecule | beta cell repl | A3G deaminase | hIAP inh
Cn1nnnc1SC(C(=O)Nc1ccc(F)cc1)c1ccccc1 (stereo not drawn) | -3.6 | -13.0 | 0.9
O=C1C2C3C=CC(C4CC34)C2C(=O)N1/N=C/c1cccs1 (stereo not drawn) | 0.3 | -4.5 | 3.0
CCNc1ccc(S(N)(=O)=O)cc1[N+](=O)[O-] | 4.7 | 38.8 | 17.5
CSc1sc(C(=O)N2CCCCC2)c(-c2cccs2)c1C#N | 6.9* | -4.3 | -12.2

Going on with the list.
SMILES | MPTP inh | mIAP inh | beta cell repl | hIAP inh | hIAP act | mIAP act | A3G deaminase | A3A deaminase | ATG4B inhibitor
COc1ccc(-c2noc(CCC(=O)N3CCN(c4cccc(C)c4C)CC3)n2)cc1 | 1.7 | 1.6 | / | / | / | 0.984 | -3.4 | 0.8 | 2.2
COc1cc(NC(=O)Cc2ccc(OC)c(S(=O)(=O)N3CCOCC3)c2)c(OC)cc1Cl | -0.6 | 5.8 | 0.0 | -13.1 | 1.13 | 0.942 | -7.1 | -0.7 | -6.7
CC(CC(=O)N1CCN(S(=O)(=O)c2ccccc2)CC1)n1cncn1 (stereo not drawn) | 0.2 | -6.7 | 2.0 | 10.7 | 0.893 | 1.07 | -10.7 | 4.2 | -9.2
CCC1(c2ccccc2)NC(=O)N(CC(=O)Nc2cc(S(=O)(=O)N3CCOCC3)ccc2OC(C)C)C1=O (stereo not drawn) | -0.8 | 1.4 | -0.4 | 10.5 | 0.895 | 0.986 | -1.9 | -0.1 | 1.5
Cc1nn(CCCC(=O)NCc2ccc(F)cc2)c(C)c1[N+](=O)[O-] | 0.0 | 4.8 | -1.8 | 13.0 | 0.87 | 0.952 | -2.8 | 2.0 | 11.7
Cc1cc(OCC(O)CN2CCOCC2)cc(C)c1Cl (stereo not drawn) | 0.3 | -2.9 | -1.6 | -2.8 | 1.03 | 1.03 | -6.6 | -7.0 | -3.7
COCCNC(=O)NC(=O)COC(=O)c1cccn1C | -0.1 | 7.0 | -1.8 | -10.3 | 1.1 | 0.93 | -4.0 | 2.6 | -1.5
Cc1ccc(Nc2nnc(SCC(=O)Nc3cc(C(=O)O)ccc3C)s2)c(C)c1 | 2.5 | 2.6 | -0.7 | -0.4 | 1 | 0.974 | -1.7 | 9.9 | 8.0
Cc1cccc(C(=O)N[C@H](C(=O)Nc2nccs2)C(C)C)c1 | -0.2 | -5.1 | 0.0 | -5.0 | 1.05 | 1.05 | -4.4 | -1.1 | 20.6
CCOc1ccc(Cc2nn[nH]n2)cc1 | 0.0 | -1.5 | 0.9 | -18.7 | 1.19 | 1.01 | -3.4 | -2.9 | -2.4
Cc1ccc(OCc2cc(C(=O)N(C)CC3CCOCC3)no2)cc1C | 1.3 | -0.4 | -3.0 | -17.3 | 1.17 | 1 | -7.0 | -2.8 | -6.2
Cc1ccc2c(c1)-n1c(nc3ccc(C)cc3c1=O)C(Cc1ccc(O)cc1)NC2=O (stereo not drawn) | / | -3.3 | -2.1 | 2.2 | 0.978 | 1.03 | -5.1 | -1.1 | /
CCN(CC)c1ccc(NC(=O)C2CC(=O)N(Cc3ccccc3)C2)cc1 (stereo not drawn) | 0.7 | -2.9 | -6.7 | -3.7 | 1.04 | 1.03 | 1.6 | 2.0 | -9.8
CCOc1cccc2sc(N3CCN(C(=O)c4ccc5ncsc5c4)CC3)nc12 | -0.7 | -5.0 | -2.6 | -5.0 | 1.05 | 1.05 | -8.0 | 0.9 | -8.5
Cc1ccc(C(=O)CN2C(=O)NC3(CCc4ccccc43)C2=O)c(C)c1 (stereo not drawn) | -1.5 | 4.8 | 3.1 | 6.2 | 0.938 | 0.952 | -11.1 | -2.8 | 6.8
Cc1ccccc1OCCN1C(=O)NC2(CCc3ccccc32)C1=O (stereo not drawn) | 1.1 | 0.9 | -3.3 | -3.4 | 1.03 | 0.991 | -6.2 | -3.2 | 3.1
Cc1csc2ncnc(N3CCN(S(=O)(=O)c4cccc(C(F)(F)F)c4)CC3)c12 | 97.0* | 7.5 | -7.3 | -2.2 | 1.02 | 0.925 | -5.3 | -2.5 | -1.4
CC(=O)c1c(C)[nH]c(C(=O)OCc2ccc(F)cc2Cl)c1C | 78.1* | 1.8 | -1.4 | -8.8 | 1.09 | 0.982 | -12.4 | -1.4 | 14.9
O=C(CSc1nccn1-c1ccc(F)cc1)Nc1ccc2c(c1)OCO2 | -0.7 | 2.1 | -2.3 | 5.0 | 0.95 | 0.979 | -7.1 | -3.5 | -6.4
COc1cc2c(cc1OC)C(C(=O)Nc1ccc3c(c1)OCCO3)C1c3ccccc3CCN1C2=O (stereo not drawn) | -3.0 | -94.3 | 0.4 | 4.7 | 0.953 | 1.94 | 0.9 | 1.8 | -9.5
CC(C)(CO)Nc1nc(Nc2ccccc2)nc(Nc2ccccc2)n1 | -1.3 | -7.1 | 3.4 | -3.5 | 1.03 | 1.07 | -1.6 | -10.5 | 7.1
O=C(Nc1ccc2c(c1)CCCN2C(=O)c1ccco1)c1cc([N+](=O)[O-])ccc1Cl | 0.3 | 6.8 | -6.5 | 3.8 | 0.962 | 0.932 | -8.8 | -2.5 | -0.5
O=C(Nc1ccccc1N1CCOCC1)c1cccnc1Cl | -1.6 | -4.5 | -4.8 | -10.0 | 1.1 | 1.04 | -3.0 | -2.4 | -1.8
O=C(Oc1ccc2c(c1)OCO2)c1ccncc1 | -1.9 | 8.3 | -0.4 | -16.8 | 1.17 | 0.917 | -6.5 | -4.1 | -2.1
CN(C)c1ccc([C@@H]2[C@@H]([N+](=O)[O-])[C@H]3C=Cc4ccccc4N3[C@H]2C(=O)c2ccc(Cl)cc2)cc1 | 2.1 | 14.2 | -2.8 | 17.0 | 0.83 | 0.858 | -2.9 | 2.1 | -6.8
O=C(Oc1ccc2c(c1)CCC2)N1CCOCC1 | 0.4 | 6.8 | -3.4 | -0.4 | 1 | 0.932 | -3.8 | -2.8 | -17.2
NS(=O)(=O)c1ccc(CCNC(=O)c2cc(-c3ccccn3)nc3ccc(Br)cc23)cc1 | -0.3 | 13.8 | -2.8 | -7.0 | 1.07 | 0.862 | 3.1 | 3.2 | -4.4
O=C(c1cccs1)N1CCC(c2nc3c(nnn3Cc3c(Cl)cccc3Cl)c(=O)[nH]2)CC1 | 0.5 | 5.5 | 0.9 | 11.7 | 0.883 | 0.945 | -13.6 | -5.2 | -9.2

A different layout for some results above.
Structure	MPTP inh	mIAP inh	beta cell repl	hIAP inh	hIAP act	mIAP act	A3G deaminase	A3A deaminase	ATG4B inhibitor
CCOc1ccc(Cc2nn[nH]n2)cc1	0.0	-1.5	0.9	-18.7	1.19	1.01	-3.4	-2.9	-2.4
O=C(C1CCCO1)N1CCN(c2ccccn2)CC1 (stereo not drawn)	-4.6	-1.4	-1.5	11.0	0.89	1.01	-5.7	-1.6	-29.4

Bioassay records (PubChem)
